Bioassay records from PubChem.
ARNT-TACC3 inh = disruptors of human ARNT/TACC3 interaction | Q9Y6A5 | AlphaScreen His-ARNT PAS-B/GST-TACC3 binding, luminescence; TACC3 fragment carries E629A point mutation | inhibition, % at 9.99 µM | 390,000 tested, 0.66% active | AID 623870;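 active = mean inhibition of replicates at least 50% and at least half of replicates each reaching 50%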;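 note: 0% = complete ARNT plus TACC3 wells and 100% = ARNT alone without TACC3; many hits fall short of the cut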
INS-1E GSIS act = primary screen for activators of insulin secretion dependent on glucose, INS-1E cells, GLuc reporter luminescence; activation, % at 16.6 µM; 370,000 tested, 0.61% active; INS-1E GLuc reporter insulin secretion, 2-3 h; AID 743287;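 active = lowest replicate activation of at least 40%, so every replicate reaches that level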;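 note: 0% = median of neutral control wells and 100% = median of IBMX positive control wells; some compounds called inactive have numbers as strong as hits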
PAX8 inh HTS = lowers PAX8-driven luciferase in RMG-I cells; RMG-I TPO-luciferase reporter, SteadyGlo, 24 h; inhibition, % at 12.6 µM; 360,000 tested, 1.2% active; AID 652154;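 active = mean replicate inhibition at least 60% with every replicate also reaching 60%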;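 note: luciferase light reporting Pax8 driven TPO promoter activity; plate controls were median of neutral control wells for no effect and mitoxantrone controls for full effect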
An asterisk follows results filed as active. A portion of the library; rates above refer to the full screens.

SMILES	ARNT-TACC3 inh	INS-1E GSIS act	PAX8 inh HTS
Cc1nc(N)c(C#N)c(-c2cccnc2)c1C	-11.6	48.3*	-21.4
O=C(CSc1nnc(Cc2cc(=O)[nH]c(=O)[nH]2)n1-c1ccccc1)NCC1CCCO1 (stereo not drawn)	-4.5	6.2	4.1
CCCn1nc(C(=O)NCCN2CCOCC2)c2ccccc2c1=O	0.2	11.8	-11.2
CN1C(=O)SC(Nc2ccccc2C(=O)O)C1=O (stereo not drawn)	-15.6	-9.8	0.4
Cc1ccc(/C=C/S(=O)(=O)N2CCC(C(=O)O)CC2)cc1	0.6	-9.9	-0.9
Cc1ccc(S(=O)(=O)NC2=NCN(CCc3ccccc3)CN2)cc1	-5.8	-7.3	-10.9
CCOC(=O)c1cnc(SCCc2ccccc2)nc1N	-4.0	-20.3	-262.1
O=c1c2cnn(-c3ccccc3)c2ncn1Cc1ccccc1	23.1	7.3	12.0
CCOc1ccc(-n2c(SC(C)C)nc3c(c2=O)SCC3)cc1	1.2	-8.5	2.9
Cc1ccc(CSC2=Nc3ccccc3C3=NC(CC(=O)NCc4ccco4)C(=O)N23)cc1 (stereo not drawn)	0.4	-4.9	-38.2
CCc1ccc(NC(=O)C2CC=CCC2C(=O)O)cc1 (stereo not drawn)	-17.1	-4.7	-5.5
CC1CN(c2ccccc2)C(=O)CS1 (stereo not drawn)	5.7	21.1	7.4
CC(=O)Nc1ccc(-c2nnc(SCC(=O)NCc3ccco3)n2C)cc1	6.2	5.5	-14.3
COCC(=O)Nc1nc2ccc(S(C)(=O)=O)cc2s1	-2.7	4.0	-14.7
Cc1cccc(C(=O)N/N=C/c2ccc3c(c2)OCO3)n1	-6.9	7.5	-1.1
CCCN1Cc2cccc(C(=O)NC(C)c3cccs3)c2C1=O (stereo not drawn)	2.5	13.5	-15.5
O=C(Nc1ccc2snnc2c1)N1CCSCC1	0.1	5.2	13.8
O=C(c1ccc(NS(=O)(=O)c2cccs2)cc1)N1CCCCC1	-9.1	-22.2	-26.6
C=CCNS(=O)(=O)c1cccc2cc(C(=O)O)c(O)cc12	-4.1	5.8	-1.6
Cc1csc(N2CCc3ccccc32)n1	-1.8	6.2	-58.2
O=S(=O)(c1ccc(Br)cc1)n1ccc2ccccc21	-0.7	22.2	6.1
CCN=C(Nc1ccc2c(c1)OCO2)SC1CC(=O)N(c2ccc(OC)cc2)C1=O (stereo not drawn)	29.0	-22.4	0.6
O=S(=O)(NCc1cc(-c2ccc(Cl)cc2)no1)c1ccc(Cl)cc1	7.5	-30.4	10.0
CC(C)(C)NC(=O)C(c1ccccc1)N(C(=O)c1csnn1)C1CC1 (stereo not drawn)	-3.4	-13.4	14.1

The last 6 entries of the section before lead into the next.
SMILES	ARNT-TACC3 inh	INS-1E GSIS act	PAX8 inh HTS
C=CCNS(=O)(=O)c1cccc2cc(C(=O)O)c(O)cc12	-4.1	5.8	-1.6
Cc1csc(N2CCc3ccccc32)n1	-1.8	6.2	-58.2
O=S(=O)(c1ccc(Br)cc1)n1ccc2ccccc21	-0.7	22.2	6.1
CCN=C(Nc1ccc2c(c1)OCO2)SC1CC(=O)N(c2ccc(OC)cc2)C1=O (stereo not drawn)	29.0	-22.4	0.6
O=S(=O)(NCc1cc(-c2ccc(Cl)cc2)no1)c1ccc(Cl)cc1	7.5	-30.4	10.0
CC(C)(C)NC(=O)C(c1ccccc1)N(C(=O)c1csnn1)C1CC1 (stereo not drawn)	-3.4	-13.4	14.1
CCOc1ccc(C(=S)N2CCCC2)cc1	8.1	8.9	-28.9
Cc1csc(NC(=O)Nc2cccc(Cl)c2)n1	1.4	-12.8	-184.0
CCn1nnnc1SCC(=O)Nc1nc(C)c(C)s1	0.4	3.4	-24.4
Cc1cnc(C(=O)OCC(=O)c2csc(N3CCCCC3)n2)cn1	2.1	-6.0	-18.5
COC(=O)c1cccc(NC2CC(=O)N(c3ccc(OC)c(OC)c3)C2=O)c1 (stereo not drawn)	-2.4	8.5	-7.7
CCCn1cc(S(=O)(=O)CC(=O)Nc2ccc(OCC)cc2)c2ccccc21	-10.7	-6.1	-20.0
CN1C2C=C(N(CCc3c[nH]c4ccccc34)C(=O)c3ccc(Cl)cc3)CC1CC2 (stereo not drawn)	6.3	-16.0	12.4
CCCn1c(=O)c2c(nc(Br)n2CCC)n(C)c1=O	-9.6	37.7	11.2
Cc1ccc2c(CC(=O)OC3CCOC3=O)coc2c1 (stereo not drawn)	1.3	-14.2	-14.3
CCCCCCCCCCCNC(=O)c1ccoc1C	-5.1	-21.9	-2.3
COC(=O)c1ccccc1OCC(=O)N1CCN(c2ccc(F)cc2)CC1	1.0	23.9	13.1
Cc1nc2nc(C)c(CCC(=O)N3CCN(c4ccccc4)CC3)c(C)n2n1	2.3	4.4	-6.4

INS-1E GSIS act, what is marked active above
canonical_smiles,ARNT-TACC3 inh,INS-1E GSIS act
Cc1nc(N)c(C#N)c(-c2cccnc2)c1C,-11.6,48.3*

(continued)
SMILES	ARNT-TACC3 inh	INS-1E GSIS act	PAX8 inh HTS
O=C(O)C(NC(=O)c1ccccc1)=C(Cl)Cl	-4.2	23.9	-10.8
CN(C)S(=O)(=O)N1CCCN(S(=O)(=O)N(C)C)CC1	-2.7	22.5	3.8
O=C(OCc1nc2ccccc2c(=O)[nH]1)c1cccs1	-1.6	2.0	-8.5
CCOC(=O)C(NC(=O)CC)(Nc1nc2c(s1)CCCC2)C(F)(F)F (stereo not drawn)	7.0	12.0	1.8
Cc1ccc2c(c1)CN1CN2Cc2cc(C)ccc21	-2.7	11.8	14.7
O=C(COc1ccccc1Cl)N1CCN(c2ccc(F)cc2)CC1	-1.8	-22.8	2.8
CC(=O)NC1CC2CCCC(C1)N2S(=O)(=O)c1cccc(F)c1 (stereo not drawn)	3.1	-0.1	9.5
CCNc1nc(SC(C)C(=O)OC)nc(N2CCOCC2)n1 (stereo not drawn)	-3.0	13.0	-11.8
COc1ccc2[nH]c(=O)c(CN(C(C)=O)c3cccc(C)c3)cc2c1	-3.0	3.8	-7.1
Cc1cc(NC(=O)Cc2cccs2)no1	0.6	11.5	-4.7
O=C(COc1ccccc1)NC(NC(=S)Nc1ccccc1O)C(Cl)(Cl)Cl (stereo not drawn)	-7.7	-5.6	24.2
Cc1ccc(-n2cc(C(=O)c3ccccc3O)cn2)cc1	27.6	-10.5	-12.5
CCn1c(SCC(=O)Nc2ccc3c(c2)oc2ccccc23)nnc1-c1ccc(N)cc1	-3.4	73.2*	1.3
COc1ccccc1Nc1nc(N)nc(CN2CCC(Cc3ccccc3)CC2)n1	10.4	-17.1	1.3
CCCCCCNC(=O)c1cc(-c2ccco2)nc2ccccc12	-0.7	6.8	-12.8
Cc1cc(NC(=O)Cn2cnc3sc(C)c(-c4ccccc4)c3c2=O)no1	-6.1	-13.2	7.2
N[C@@H](Cc1ccccc1)c1nnc2sc(SCc3ccccc3)nn12	-1.2	22.3	-7.1
Cc1ccc(NC(=O)C2CCCNC2=O)nc1 (stereo not drawn)	0.0	22.9	-7.7
Cc1ccc(S(=O)(=O)CCC(=O)OCC(=O)Nc2ncc(Cl)cc2Cl)cc1	0.9	3.5	-4.5
O=C(c1ccc2c(c1)OCO2)N1CCN(c2ccccc2F)CC1	-0.7	3.1	-33.4
Cc1nc2ccc(C(=O)c3ccccc3)cc2[nH]1	0.7	24.2	-92.6
COc1ccc(CN(C(=O)c2ccco2)c2ccc(Br)cc2)cc1OC	-2.5	7.7	-20.2
COC(=O)c1c(NC(=O)c2ccc(C)o2)sc2c1CCCCC2	1.8	1.2	-205.3
O=C(c1cccs1)c1coc2ccc(O)cc12	-5.0	18.2	-193.3
COc1ccc(CN/C(C)=C(/C#N)C(N)=O)cc1OC	0.1	64.7*	7.9
CC(C)(C)C(=O)NC1(C(F)(F)F)N=C2SCCN2C1=O (stereo not drawn)	-8.6	8.5	14.6
N#Cc1ccc(C(c2nnnn2C2CCCC2)N2CCC(Cc3ccccc3)CC2)cc1 (stereo not drawn)	-4.0	-18.0	18.9
NC(=O)c1cn(-c2ccccc2)nc1-c1cccnc1	0.1	23.9	5.0
O=C(NC1(C(=O)NC2CCCCC2)CCCCC1)c1ccccn1	12.9	21.7	3.7
Cc1cccc2c(=O)cc(C)n(CC(=O)N3CCCCC3)c12	-2.1	3.4	7.7
O=C(Nc1cccc(C(F)(F)F)c1)c1cc(-c2ccc(F)cc2)on1	-11.1	-1.9	-14.3
O=C1CCCc2nc(N3CCN(c4ccccc4)CC3)ncc21	-2.5	12.0	-5.7
O=C(CCCNS(=O)(=O)c1cccs1)N1CCN(c2cccc(Cl)c2)CC1	-1.0	-5.9	24.7
O=C(NCc1ccccc1)c1ccc(CS(=O)(=O)c2ccccc2)o1	2.1	9.7	-18.5
CCCCCCN1N=C(C)C(C(=O)c2ccc(Cl)cc2)C1=O (stereo not drawn)	-3.5	-13.9	13.3
COc1ccc(CC(=O)NC2CC(C)(C)NC(C)(C)C2)cc1	-1.9	7.5	0.8
COc1ccc2nc(N=Nc3ccc(N(C)C)cc3)sc2c1	0.4	12.5	-49.0
CCC(C)C(=O)Nc1nc(-c2ccc3c(c2)NC(=O)CO3)cs1 (stereo not drawn)	-3.9	13.5	-33.4
Cc1cc(C(=O)CSc2nnc(-c3ccc(Cl)cc3)n2CC2CCCO2)c(C)n1C (stereo not drawn)	-6.4	-11.2	19.3
COC(=O)c1ccc(Cn2cc(Cl)cn2)cc1	0.9	1.9	-7.6
CC1(C)Cc2c(c(N3CCOCC3)nc3sc4c(NN)ncnc4c23)CS1	2.3	0.4	50.7
CCOC(=O)C(NC(=O)Nc1cccc(C)n1)(OCC(F)(F)F)C(F)(F)F (stereo not drawn)	-5.8	-7.6	-4.2
Cc1nnc(SCC(=O)Nc2cc(C(F)(F)F)ccc2N2CCOCC2)o1	-6.3	11.5	12.9
CC(C)Cn1cc(C(=O)NCCCOC(C)C)c2c3ccccc3n(C)c2c1=O	3.4	-2.2	-1.4
Cc1ccccc1C(C(=O)NCc1ccccc1)N(Cc1ccco1)C(=O)c1ccccn1 (stereo not drawn)	-1.3	-0.5	-4.7
Cc1cc(NC(=O)CS(=O)(=O)c2cn(Cc3cccc(F)c3)c3ccccc23)no1	3.5	-11.9	28.6
CCn1c(=O)cc(SCC(=O)N(C)Cc2ccccc2)c2ccccc21	-6.7	7.5	23.4
CCc1nnc(SCC(=O)N2CCCc3ccccc32)nc1CC	-8.9	39.2	16.6

Looked up above:
Cc1ccccc1C(C(=O)NCc1ccccc1)N(Cc1ccco1)C(=O)c1ccccn1 (stereo not drawn) – ARNT-TACC3 inh: -1.3
CCc1nnc(SCC(=O)N2CCCc3ccccc32)nc1CC – PAX8 inh HTS: 16.6
Cc1cc(NC(=O)CS(=O)(=O)c2cn(Cc3cccc(F)c3)c3ccccc23)no1 – INS-1E GSIS act: -11.9

Later entries.
SMILES	ARNT-TACC3 inh	INS-1E GSIS act	PAX8 inh HTS
NS(=O)(=O)c1ccc(CNC(=O)c2ccc(Br)o2)cc1	-11.0	6.4	13.4
c1ccc2nc3c(nc2c1)[nH]c1ccccc13	3.8	-0.3	-139.8
O=C(c1cccs1)N(Cc1ccco1)Cc1cc2ccccc2[nH]c1=O	-0.1	2.4	10.8
Cc1cc(NC(=O)COC(=O)c2cc3c(s2)CCC(C)C3)no1 (stereo not drawn)	-5.2	14.9	-15.3
COc1cccc(-c2nnn(CCc3nn[nH]n3)n2)c1	-0.2	24.2	-6.0

Shown with values under each structure: part of the list above
Screens in order – ARNT-TACC3 inh, INS-1E GSIS act, PAX8 inh HTS
CC(=O)NC1CC2CCCC(C1)N2S(=O)(=O)c1cccc(F)c1 (stereo not drawn)
    3.1, -0.1, 9.5
CCc1nnc(SCC(=O)N2CCCc3ccccc32)nc1CC
    -8.9, 39.2, 16.6
COc1ccc2nc(N=Nc3ccc(N(C)C)cc3)sc2c1
    0.4, 12.5, -49.0
COc1cccc(-c2nnn(CCc3nn[nH]n3)n2)c1
    -0.2, 24.2, -6.0
COC(=O)c1c(NC(=O)c2ccc(C)o2)sc2c1CCCCC2
    1.8, 1.2, -205.3
Cc1ccc(-n2cc(C(=O)c3ccccc3O)cn2)cc1
    27.6, -10.5, -12.5
